GBA activity up – GBA activity enhancers in patient fibroblasts, primary screen, cell-based. activation, % at 10 µM. hit rate 0.44% among 30,000. L444P Gaucher fibroblasts, 4-MU-glucoside fluorescence, 3 days; in the data active means activation above about 65%;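 further: 0% = vehicle wells and 100% = positive control wells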
Target sequence (P04062 whole entry L483P): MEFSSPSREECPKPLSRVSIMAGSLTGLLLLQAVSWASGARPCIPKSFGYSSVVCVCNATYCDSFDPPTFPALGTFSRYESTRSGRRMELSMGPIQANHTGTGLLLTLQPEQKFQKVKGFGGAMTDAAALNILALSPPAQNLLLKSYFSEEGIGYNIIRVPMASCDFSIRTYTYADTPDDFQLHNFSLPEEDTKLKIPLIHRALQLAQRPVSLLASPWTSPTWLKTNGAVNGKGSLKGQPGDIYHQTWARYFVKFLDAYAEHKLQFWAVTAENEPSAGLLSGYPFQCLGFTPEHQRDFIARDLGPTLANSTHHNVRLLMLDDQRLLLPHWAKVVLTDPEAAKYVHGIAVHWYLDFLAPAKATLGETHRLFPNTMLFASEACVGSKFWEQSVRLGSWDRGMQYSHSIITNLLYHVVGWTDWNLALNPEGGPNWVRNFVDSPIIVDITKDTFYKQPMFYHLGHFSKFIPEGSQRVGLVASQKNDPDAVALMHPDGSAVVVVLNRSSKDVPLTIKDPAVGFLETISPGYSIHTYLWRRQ
The depositor's hits bear a star. These rows are one share of the data; the hit share may differ from the screen's.

entry	SMILES	GBA activity up
1	CCCn1cc(S(=O)(=O)CC(=O)N2CCc3ccccc32)c2ccccc21	-28
2	Cc1cc(C)c2ccc(C)[n+]([O-])c2c1O	-12
3	O=C(CP(=O)(CO)CO)c1ccc(Cl)cc1	-17
4	COc1cc2ccccc2cc1C(=O)Nc1ccc(N2CCN(C)CC2)cc1	-7
5	CS(=O)(=O)c1ccc2nc(NC(=O)C3COc4ccccc4O3)sc2c1 (stereo not given)	-3
6	CN(C)C(=O)Cn1c(SCC(=O)N2CCCc3ccccc32)nc2ccccc21	-22
7	O=C(Cc1ccccc1)Nc1c2c(nn1-c1cccc(Cl)c1)CS(=O)(=O)C2	-26
8	Cc1nc(NC(=O)c2ccccc2)sc1-c1csc(NCc2ccco2)n1	1
9	O=C(O)C1C2CCC(C2)C1C(=O)NCc1ccco1 (stereo not given)	-7
10	O=C(CCC(=O)N(Cc1ccco1)C(C(=O)NC1CCCC1)c1ccncc1)Nc1cccnc1 (stereo not given)	14
11	CCc1nnc(NC(=O)CSc2nnc(Cc3ccccc3)o2)s1	-13
12	COc1ncnc2c1oc1nc(C(C)C)c3c(c12)CC(C)(C)OC3	-11
13	Cc1nc2c(cnn2-c2ccc(Cl)cc2)c(=O)n1-c1ccc2c(c1)OCCO2	-19
14	Cc1cc(Cl)ccc1OCC(=O)OC(C)C(=O)NC(N)=O (stereo not given)	8
15	COc1ccc(-n2c(C)cc(C(=O)Cn3c(NCCO)nc4ccccc43)c2C)cc1	-5
16	CSc1ccc(-c2cc(=O)c3ccccc3o2)cc1	53
17	CCOCCCNC(=O)C(C)NS(=O)(=O)c1ccc(C)cc1 (stereo not given)	-4
18	CS(=O)(=O)N(CC(=O)N1CCCCCC1)c1cccc(Br)c1	-29
19	NCCCCCc1nnc(SCc2ccccc2Cl)o1	-18
20	COc1ccc(CCC(=O)N2CC(C)OC(C)C2)cc1 (stereo not given)	18
21	COc1ccc(S(=O)(=O)Cc2ccccc2)cc1N	-6
22	COCCNC(=O)c1c(N)sc2c1CCCC2	-10
23	O=C(Cn1ncc2c(=O)oc3ccccc3c21)N1CCN(c2ccccn2)CC1	16
24	CCN1CCN(Cc2cc(=O)oc3cc(C)cc(C)c23)CC1	1
25	N#Cc1cnn(Cc2ccccc2)c1N	-25
26	Clc1ccc(Cc2noc(CN3CCN(c4ccccc4)CC3)n2)c(Cl)c1	6
27	Cc1ccc(OC(C)c2nnc(N)s2)cc1Cl (stereo not given)	-17
28	Cc1ccc2[nH]c(=O)c(CN(CCc3ccccc3)C(=O)N3CCOCC3)cc2c1	-15
29	COc1ccc(OC)c(-n2cnc3cc(C(=O)O)ccc32)c1	-19
30	Cc1ccccc1Cc1c(C)nc2c(C(=O)NCc3ccco3)cnn2c1C	6
31	Clc1ccc(Cl)c(-c2nn3c(COc4ccccc4)nnc3s2)c1	7
32	CC(=O)Nc1ccc(NS(=O)(=O)c2ccc(Cl)c(C(=O)O)c2)cc1	-17
33	O=C(O)c1cccc(-n2nnnc2SCc2ccccn2)c1	-11
34	O=c1oc2c(CN3CCCCC3)c(O)ccc2cc1-c1nc2ccccc2[nH]1	-54
35	O=C(Nc1cccnc1)Nc1ccccc1Cl	-3
36	O=C1C2CCCN2C(c2ccc(F)cc2)N1c1nccs1 (stereo not given)	6
37	O=C1Nc2ccccc2C1(O)Cc1ccncc1 (stereo not given)	-10
38	Cn1c(=O)c2c(nc(NCCCN3CCOCC3)n2Cc2ccc(Cl)cc2)n(C)c1=O	14
39	CN1CCN(C(=O)Nc2cccc3ccccc23)CC1	6
40	COC(=O)CNC(=O)C(Cc1c[nH]c2ccccc12)NC(=O)OC(C)(C)C (stereo not given)	-41
41	COc1cc(C2Nc3cccc4cccc(c34)N2)cc(OC)c1O	9
42	CCn1c(SCC(=O)Nc2ccc3c(c2)OCCO3)nnc1-c1ccco1	16
43	CCOc1ccc(C(=O)c2cccs2)cc1	3
44	COc1ccc(CN2CCN(c3ccccn3)CC2)cc1OCc1ccccc1	-12
45	CC(C)(C)n1nnnc1C(c1cccs1)N1CCN(Cc2ccccc2)CC1 (stereo not given)	-24
46	Nc1nonc1-c1noc(-c2ccc(Br)o2)n1	41
47	O=C(c1ccc2c(c1)OCCO2)N1CCCCC1	-7
48	Clc1ccc(N2CCN(c3ncnc4c3oc3ccccc34)CC2)cc1	-57
49	N#Cc1nc(-c2ccco2)oc1N1CCN(c2cccc(Cl)c2)CC1	-1
50	Cc1cnc(C(=O)Nc2ccccc2-c2ccc(C)o2)cn1	-8

From compound 34 as far as 50, copied from above:
entry	SMILES	GBA activity up
34	O=c1oc2c(CN3CCCCC3)c(O)ccc2cc1-c1nc2ccccc2[nH]1	-54
35	O=C(Nc1cccnc1)Nc1ccccc1Cl	-3
36	O=C1C2CCCN2C(c2ccc(F)cc2)N1c1nccs1 (stereo not given)	6
37	O=C1Nc2ccccc2C1(O)Cc1ccncc1 (stereo not given)	-10
38	Cn1c(=O)c2c(nc(NCCCN3CCOCC3)n2Cc2ccc(Cl)cc2)n(C)c1=O	14
39	CN1CCN(C(=O)Nc2cccc3ccccc23)CC1	6
40	COC(=O)CNC(=O)C(Cc1c[nH]c2ccccc12)NC(=O)OC(C)(C)C (stereo not given)	-41
41	COc1cc(C2Nc3cccc4cccc(c34)N2)cc(OC)c1O	9
42	CCn1c(SCC(=O)Nc2ccc3c(c2)OCCO3)nnc1-c1ccco1	16
43	CCOc1ccc(C(=O)c2cccs2)cc1	3
44	COc1ccc(CN2CCN(c3ccccn3)CC2)cc1OCc1ccccc1	-12
45	CC(C)(C)n1nnnc1C(c1cccs1)N1CCN(Cc2ccccc2)CC1 (stereo not given)	-24
46	Nc1nonc1-c1noc(-c2ccc(Br)o2)n1	41
47	O=C(c1ccc2c(c1)OCCO2)N1CCCCC1	-7
48	Clc1ccc(N2CCN(c3ncnc4c3oc3ccccc34)CC2)cc1	-57
49	N#Cc1nc(-c2ccco2)oc1N1CCN(c2cccc(Cl)c2)CC1	-1
50	Cc1cnc(C(=O)Nc2ccccc2-c2ccc(C)o2)cn1	-8

More structures follow:
entry	SMILES	GBA activity up
51	O=C(Nc1ccc2c(c1)OCCO2)C1CCC1	-87
52	CCc1cccc2c(C#N)cn(CCOc3ccccc3OC)c12	-18
53	CCCOc1ccc2ccccc2c1/C=N/n1c(C)nnc1-n1nc(C)cc1C	-17
54	C=CCn1c(SCc2nc(N)nc(N(C)C)n2)nnc1-c1cccnc1	-8
55	COc1cccc(N(C(=O)c2cccs2)c2nc3ccccc3s2)c1	6
56	CCOC(=O)N1CCC(Nc2c(NCCCOC)c(=O)c2=O)CC1	-5
57	O=S(=O)(NCc1cccnc1)c1cccs1	-9
58	CCCN(CCC)CCCNS(=O)(=O)c1ccc2c(c1)oc(=O)n2C	28
59	Cc1ccc2cc(CN(CC3CCCO3)S(=O)(=O)c3ccc4c(c3)OCCO4)c(=O)[nH]c2c1C (stereo not given)	-34
60	O=C(C1CCCO1)N1CCN(Cc2nc3ccccc3c(=O)[nH]2)CC1 (stereo not given)	0
61	OCC12COC(c3ccccc3)N1C(c1ccccc1)OC2 (stereo not given)	-38
62	COc1ccc(Cn2nnnc2CN(Cc2cc3cc(C)ccc3[nH]c2=O)C2CCCC2)cc1	-18
63	O=C(CS(=O)(=O)c1ccccc1)Nc1nc(-c2ccccc2)cs1	-34
64	COc1ccc(S(=O)(=O)Nc2nncs2)cc1	-10
65	CCc1c(C(=O)Nc2ccncc2)csc1C	0
66	CCOC(=O)CSc1nnc(CNC(=O)c2cccs2)n1-c1cc(C)ccc1C	-12
67	Nc1nonc1-c1noc(CCCCCN2C(=O)c3ccccc3C2=O)n1	479*
68	COc1ccc(OC)c(C(=O)CSc2nnc(Cc3cccs3)n2C)c1	2
69	Cn1c(C(=O)Nc2ccc3c(c2)OCCO3)cc2sccc21	-2
70	CCOC(=O)CC1=C(C(=O)OCC)C(c2ccc(C)o2)C(C#N)=C(N)O1 (stereo not given)	-18
71	O=C(CCCn1c(=O)c2sccc2n(CC(=O)OCc2ccccc2)c1=O)NCc1ccco1	-8
72	COc1ccccc1-c1c(C#N)c(SCC(=O)N2CCCC2)nc(C)c1C(N)=O	1
73	O=S(=O)(c1cccs1)N1CCN(CC(O)COC2CCCc3ccccc32)CC1 (stereo not given)	17
74	CCCNC(=O)C1CCN(c2nc(C)cc(C)n2)CC1	-14
75	NC(=O)c1cc(Cc2ccccc2)sc1NC(=O)c1ccco1	-4
76	O=C(CCN1C(=O)COc2ccccc21)NCCN1CCc2ccccc2C1	-6
77	C=CCn1cnc2c(c1=O)c1nc3ccccc3nc1n2/N=C/c1cccc(OC)c1OC	11
78	CCOC(=O)N1CCC2(CC1)C(C#N)=C(N)Oc1n[nH]c(CSc3ccc(C)cc3)c12	4
79	COc1ccccc1C(=O)NCCCN1CCCC1=O	-9
80	COC(=O)c1ccccc1NC(=O)CSc1nnc(-c2ccoc2C)n1C	-16
81	CCN(CC)C(=O)c1cn(C)c(=O)c2cc(OC)c(OC)cc12	-39
82	Cc1nnc(SC(C)C(=O)Nc2ccc(S(=O)(=O)N3CCCCC3)cc2)s1 (stereo not given)	-12
83	COc1cccc(C(c2nnnn2Cc2ccccc2)N2CCN(C(=O)c3ccco3)CC2)c1OC (stereo not given)	-50
84	Cc1ccnc(NC(=O)CN(C)S(=O)(=O)c2cccc3nsnc23)c1	-57
85	O=C(NCCC(=O)N1CCNC1=O)OCc1ccccc1	-45
86	CCCCn1nnnc1NCc1cc(OC)c(OC)cc1OC	5
87	COc1cccc(OCc2nc3ccccc3c(=O)n2N)c1	-10
88	CC(=O)Cc1nsc(NC(=O)c2c(-c3ccccc3Cl)noc2C)n1	6
89	O=C(Nc1nnc(C2CCCCC2)s1)c1cccs1	12
90	CCN1CCCC1CNC(=O)c1c(O)c2c([nH]c1=O)CCCC2 (stereo not given)	-52
91	Cc1ccc(-c2nnc(CSc3nnc4c5c(C)c(C)sc5nc(C(C)C)n34)o2)cc1	-14
92	O=P(O)(O)c1ccccc1OCc1ccccc1	-8
93	CC(C)NC(=O)CSc1nc2ccccc2n1-c1ccccc1	1
94	O=C(CSc1nnc(-c2ccco2)n1Cc1ccccc1)OC1CCCCC1	6
95	CCn1c(=O)n(CC)c2cc(S(=O)(=O)N3CCc4ccccc43)ccc21	6
96	CC1(C)NC(=O)N(CC(O)CN(Cc2ccccc2)Cc2ccccc2)C1=O (stereo not given)	-14
97	O=S(=O)(c1ccc(F)c(F)c1)N1CCN(Cc2ccc3c(c2)OCO3)CC1	4
98	O=C(NCC1CCCO1)c1cnn2c1NC(c1ccccc1)CC2C(F)(F)F (stereo not given)	-21
99	CN(C(=O)c1ccccn1)c1nnc(-c2ccccn2)s1	-22
100	O=S(=O)(NCC(c1cccnc1)N1CCN(c2ccc(F)cc2)CC1)c1ccccc1 (stereo not given)	-33

Further results follow:
entry	SMILES	GBA activity up
101	CCCCN(CC)Cc1c(C)[nH]c2ccccc2c1=O	1
102	CCOC(=O)C1=C(C)Nc2nnnn2C1c1cccc(OC)c1OC (stereo not given)	-3
103	COC(=O)C(C(=O)Nc1ncccn1)C1CCCCCC1 (stereo not given)	-26
104	COc1ccc(NC(=O)c2cnc3sccn3c2=O)cc1OC	8
105	CCc1ccc2[nH]c(=O)c(C(c3nnnn3CC3CCCO3)N3CCN4CCCC4C3)cc2c1 (stereo not given)	8
106	CC(C)c1nnc(NC(=O)CCC(=O)N2CCN(Cc3ccccc3)CC2)s1	14
107	Cc1cc(C)n(-c2nc3c(c(=O)[nH]c(=O)n3C)n2CC(O)COc2ccccc2)n1 (stereo not given)	-10
108	CCCOc1ccccc1C1C(C(=O)OC)=CN(C(C)C)C=C1C(=O)OC	-13
109	Cc1noc(C)c1COC(=O)c1ccc2c(c1)S(=O)(=O)c1ccccc1C2=O	-12
110	COc1ccc2nc(NC(=O)C3CCCN(S(=O)(=O)c4cccc5nsnc45)C3)sc2c1 (stereo not given)	-5
111	O=C(COC(=O)c1cccs1)NC1CCCCC1	-7
112	COc1cccc(N2CCN(C(=O)c3[nH]c(C)c(C(C)=O)c3C)CC2)c1	-14
113	CCN(C(=O)CN1CCN(c2ccccc2OC)CC1)c1c(N)n(Cc2ccccc2)c(=O)[nH]c1=O	-14
114	COCCN1C(=O)c2oc3c(C)cc(C)cc3c(=O)c2C1c1cccc(O)c1 (stereo not given)	-6
115	COc1ccc(-c2noc(-c3ccccc3C(=O)NCc3ccco3)n2)cc1OC	-15
116	Cc1ccc(NC(=O)CN(C)S(=O)(=O)c2cccc3nsnc23)cc1Cl	-39
117	O=C(NCCN1CCOCC1)c1ccc(CS(=O)(=O)c2ccc(Cl)cc2)o1	-37
118	Nc1nc(-c2cccnc2)nn1C(=O)Cc1ccccc1	-4
119	O=C(COC(=O)c1ccco1)NCc1cccs1	-25
120	CCn1cc(C(=O)O)c(=O)c2cc(F)c(N3CCN(C(=O)Nc4ccccc4)CC3)cc21	19
121	CC1CCCN(CCCNC(=O)CCn2nc(-c3ccccc3)ccc2=O)C1 (stereo not given)	-42
122	O=C(O)CSc1nc2ccc(Cl)cc2[nH]1	8
123	Cc1cccc(OCc2nnc(SCC(=O)N3CCN(C(=O)c4ccco4)CC3)n2C)c1C	2
124	CC(C)(C)NC(=O)C(c1ccco1)N(Cc1ccc2c(c1)OCO2)C(=O)Cn1nnc2ccccc21 (stereo not given)	-6
125	COc1ccc(NC(=O)C2=C(C)Nc3ncnn3C2c2ccccc2C(F)(F)F)c(OC)c1 (stereo not given)	-7
126	COc1ccc2[nH]cc(CCN=C3SCC(=O)N3C)c2c1	-3
127	CCN(CCNC(=O)CS(=O)(=O)Cc1nc(-c2cccc(OC)c2)oc1C)c1ccccc1	0
128	COc1ccc(OCCCC(=O)Nc2nnc(C3CCCO3)s2)cc1 (stereo not given)	-33
129	CCOCCn1c(=O)c2c(nc3n2CCN3c2ccc(C)cc2)n(C)c1=O	-6
130	COc1ccc(OC)c(N(CC(=O)O)S(=O)(=O)c2ccc(OC)c(OC)c2)c1	21
131	Cc1ccccc1-c1nnc(SCC(=O)Nc2ccc3c(c2)OCCO3)n1N	-4

Entries by screen from the list:
GBA activity up, compounds 127 to 131 → 0, -33, -6, 21, -4

Screening data: PubChem BioAssay, The Scripps Research Institute Molecular Screening Center
